# p97 ATPase inh: inhibitors of human p97 ATPase | actives 0.42% (n = 220,000) | inhibition, % at 8 µM | AID 1481 | recombinant p97 ATPase, Kinase-Glo ATP luminescence, 3 h; in the data active means inhibition above about 15%;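 further: 0% = DMSO vehicle and 100% = wells lacking enzyme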
# NPY-Y1 PAM-ag: potentiates or activates human NPY-Y1 receptor; P25929; NPY-Y1 expressing cells, potentiator/agonist activation; activation, % at 3.6 µM; actives 0.37% (n = 220,000); AID 1304; in the data active means activation above about 33%, passing the limit was not always enough;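 further: cells stimulated with NPY at EC10 then isoproterenol at EC100; 0% = low agonist plus stimulus and 100% = saturating agonist plus stimulus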
# S1P4 ag: human S1P4 receptor agonism. S1P4-expressing cell line, agonist reporter assay. activation, % at 4.98 µM. actives 0.35% (n = 220,000); in the data active means activation above about 11%;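 further: 0% = DMSO vehicle and 100% = reference agonist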
# NPY-Y1 antag: blocks the human neuropeptide Y Y1 receptor; HEK293-CNG Y1 cells, membrane potential fluorescence; NPY at EC95, then isoproterenol; actives 1% (n = 200,000); P25929; AID 1040; inhibition, % at 3.6 µM;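 active means inhibition above the campaign mean inhibition of all tested compounds plus 3 SD, cut at about 20% in these data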;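 further: 0% = DMSO wells given NPY plus isoproterenol and 100% = isoproterenol alone without NPY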
#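 Material: HEK293 Y1/CNG channel cell line; also added: NPY (25 nM), isoproterenol (1 µM), Ro 20-1724 (25 µM); doses: one concentration, 3.6 µM, in 0.4% DMSO; schedule: compound incubation 1 h at room temperature, readout 45 min post-stimulation; technique: membrane potential fluorescence; measure: fluorescence ratio normalized to % inhibition between controls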
# S1P4 antag: human S1P4 receptor antagonism. S1P4-expressing cells, antagonist mode, reporter read-out. inhibition, % at 4.98 µM. actives 0.26% (n = 220,000). AID 1510; in the data active means inhibition above about 29%;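 further: 0% = wells stimulated with agonist and 100% = vehicle wells without agonist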
# EP2 mod: EP2 receptor (human) modulation. P43116. EP2-expressing cells, cAMP HTRF FRET, PGE2 co-stimulation. induction, % at 25 µM. actives 0.83% (n = 260,000). AID 940;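 active means compounds whose cAMP rise, as percent of the full-agonist control response, exceeds 60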;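 further: rat C6 glioma line stably carrying human EP2 under a CMV promoter; the protocol text gives 20 µM as final concentration; 100% = response of wells given 1 µM PGE2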
# Target sequence (P43116 whole entry, looked up): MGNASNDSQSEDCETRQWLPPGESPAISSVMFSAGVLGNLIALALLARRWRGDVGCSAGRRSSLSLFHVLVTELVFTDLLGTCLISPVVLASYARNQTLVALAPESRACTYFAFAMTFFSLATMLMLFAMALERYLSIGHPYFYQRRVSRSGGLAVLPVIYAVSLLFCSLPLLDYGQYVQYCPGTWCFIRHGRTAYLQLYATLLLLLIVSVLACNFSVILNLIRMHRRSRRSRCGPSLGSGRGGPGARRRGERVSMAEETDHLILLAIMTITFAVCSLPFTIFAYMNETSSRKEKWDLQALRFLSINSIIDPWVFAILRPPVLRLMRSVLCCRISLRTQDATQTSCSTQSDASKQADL
# PGE2 EP2 inh: EP2 receptor (human) inhibition; inhibition, % at 25 µM; C6 glioma cells expressing human EP2, cAMP TR-FRET; cells stimulated with saturating PGE2; AID 1422; P43116; actives 0.52% (n = 260,000);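 active means percent inhibition above 40 after rounding to a whole number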;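 further: rat C6 glioma host cells with rolipram phosphodiesterase inhibitor present; the protocol text gives 20 µM as final concentration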
# eIF4E 4G PPI: blocks eIF4E binding to eIF4G; P63073+Q04637; TR-FRET eIF4E-eIF4GI(517-606) binding, 2 h; inhibition, % at 21.7 µM; actives 0.37% (n = 220,000); AID 782;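 active means inhibition above about 30%, limit read from the data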;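 further: 0% = full FRET control wells and 100% = background wells lacking eIF4GI fragment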
# NPY-Y2 PAM-ag: human NPY-Y2 potentiation or agonism, primary screen. activation, % at 3.6 µM. cells expressing NPY-Y2, potentiator/agonist read-out. AID 1359. actives 0.45% (n = 220,000); in the data active means activation above about 27%;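 further: cells stimulated with NPY near EC25 plus isoproterenol at EC100; 0% = vehicle plus submaximal agonist and 100% = vehicle plus saturating agonist; some results beyond the cut were filed as inactive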
# Target sequence (P49146 whole entry, looked up): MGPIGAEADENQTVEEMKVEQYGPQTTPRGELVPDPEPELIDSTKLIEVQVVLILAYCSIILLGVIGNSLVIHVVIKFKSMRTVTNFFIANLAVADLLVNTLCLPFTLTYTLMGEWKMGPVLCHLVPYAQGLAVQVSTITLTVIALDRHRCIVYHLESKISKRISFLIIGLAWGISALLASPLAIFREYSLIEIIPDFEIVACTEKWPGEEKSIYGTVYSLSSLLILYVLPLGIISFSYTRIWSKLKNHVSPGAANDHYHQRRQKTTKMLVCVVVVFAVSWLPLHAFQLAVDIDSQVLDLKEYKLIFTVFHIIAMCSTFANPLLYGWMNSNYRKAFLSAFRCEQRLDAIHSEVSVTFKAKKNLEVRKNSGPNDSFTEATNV
# Starred values were filed as active, the others as inactive; . = not tested or not shown; & = joins results of further samples; [ ] = another dose, or the depositor's remark.
SMILES,p97 ATPase inh,NPY-Y1 PAM-ag,S1P4 ag,NPY-Y1 antag,S1P4 antag,EP2 mod,PGE2 EP2 inh,eIF4E 4G PPI,NPY-Y2 PAM-ag
CCOC(=O)c1[nH]c(C)c(/C(O)=C2\C(=O)C(=O)N(CCCN3CCOCC3)C2c2cccs2)c1C (stereo not given),13,1,-0.7,.,0,14,88*,-5,18
O=S(=O)(NC1CCCCC1NS(=O)(=O)c1ccc(F)cc1)c1ccc(F)cc1 (stereo not given),-4,-5,15*,7,-12,7,8,-3,0
CCNC(=O)Cc1ccc(Br)cc1,2,18,1.7,2,-7,4,11,3[fluorescence artefact?],7
CCOC(=O)C(C(=O)OCC)N(C#N)c1nc(C)cc(C)n1,2,17,-3.1,5,9,5,3,2,18
COC(=O)Nc1ccc2c(c1)N(C(=O)CCN1CCOCC1)c1ccccc1S2,1,-30,-0.4,-1,0,15,-2,-3,-11
CC(C)(C)c1ccc(Oc2ccc(NC(=O)c3ccco3)cn2)cc1,3,54*,0.4,.,9,-24,12,22,58*
c1coc(CNC2CCCCCCC2)c1,1,-20,0.2,-3,-19,7,4,-8,2
O=C(Nc1ccc2nc(-c3cccs3)c(-c3cccs3)nc2c1)NC1CC1,3,-19,4.9,-1,0,-8,15,-10[fluorescence artefact?],-4
COc1ccc(-c2cc(C(F)(F)F)c3c(=O)n(-c4ccccc4)[nH]c3n2)cc1,3,17,-0.7,0,-8,-3,4,14[fluorescence artefact?],0
S=c1[nH]nc(-c2ccccn2)n1/N=C/c1c(Cl)cccc1Cl,1,-11,0.6,.,-8,-11,4,9,-3
CCOC(=O)N1CCN(C(=O)c2ccc(NC(=O)c3ccc(C)cc3)cc2)CC1,3,-6,-0.4,-3,6,-31,22,1,11
c1ccc(-c2nnc(OCCN3CCOCC3)c3ccccc23)cc1,5,-1,-1.8,7,-8,14,13,-1,-14
CCOc1ccc(-c2nnc(NC(=O)c3ccc(OCC(C)C)c(OC)c3)o2)cc1,-10,-11,1.7,-1,-18,10,5,-2,-6
CN(C)CC(O)COc1ccc(C(C)(C)c2ccc(OCC(O)CN(C)C)cc2)cc1 (stereo not given),-1,-24,-0.5,1,3,-24,11,-3,-6
CC1=CC(c2ccc(Cl)cc2)n2nc(N3C(=O)CCC3=O)nc2N1 (stereo not given),0,-4,3.6,2,-12,2,8,1[fluorescence artefact?],-1
CCn1c(P(C)(=O)O)nc2cc(NC(=O)c3ccccc3Cl)ccc21,4,5,-1.1,-2,-20,-8,11,1,11
O=C(COc1ccccc1Cl)N1CCCC1,2,-17,1.4,-4,-35,16,14,5[fluorescence artefact?],10
CCCCC(CC)CNC(=O)C(=O)C1C(=O)Nc2ccccc21 (stereo not given),3,-17,2.7,0,-7,14,1,0,4
CCOC(=O)c1cccc(NC(=O)Cn2c(CC(=O)NC)nc3ccccc32)c1,-3,-4,1.1,0,-5,1,6,-7,-3
CCN(C(=O)c1cccs1)c1nc(-c2ccc(OC)cc2)cs1,-3,-16,0.2,7,7,1,5,-3,-15
COc1ccc(C2=NN(CN3C(=O)C(=O)c4ccccc43)C(c3cccc([N+](=O)[O-])c3)C2)cc1 (stereo not given),1,4,2.4,.,-15,-2,8,0,8
CN(Cc1ccccc1)c1ncnc(N)c1[N+](=O)[O-],1,0,0.6,2,-27,6,6,-1,14
Cc1ccc(OC(=O)c2cc(=O)c3ccccc3o2)cc1,3,-1,1.2,1,-18,23,13,-4,10
CCOC(=O)C1(Cc2cccc(F)c2)CCN(Cc2nc(CC)[nH]c2C)CC1,1,4,0.7,8,-2,-8,6,0,-5
CS(=O)(=O)N(Cc1ccccc1Cl)c1ccc(C(=O)NCc2cccnc2)cc1,-2,6,0.3,-4,-5,-12,5,0,-8

# Remaining list, next part.
SMILES,p97 ATPase inh,NPY-Y1 PAM-ag,S1P4 ag,NPY-Y1 antag,S1P4 antag,EP2 mod,PGE2 EP2 inh,eIF4E 4G PPI,NPY-Y2 PAM-ag
O=C(Nc1ccc(Cl)cc1)N1CCC(c2nc(-c3ccc(F)cc3)no2)CC1,1,20,0.5,5,-13,7,9,2,1
O=C(N/N=C/c1ccc(N2CCCC2)c([N+](=O)[O-])c1)c1cccnc1,8,-6,4.8,4,-27,-33,10,0,-1
Cc1c(C(=O)Oc2ccc(-c3cnc4ccccc4n3)cc2)cccc1[N+](=O)[O-],0,1,1.4,1,-6,25,17,5,9
CC(=O)N1N=C(N)SC12CCCC2,9,7,-0.2,-5,3,31,5,1,-5
CC(C)N(C(=O)COC(=O)c1ccc(Cl)c(S(N)(=O)=O)c1)C(C)C,3,13,0.0,9,-11,-2,1,-1,5
O=C(c1ccc(Cl)cc1)c1oc2ccccc2c1CS(=O)c1ccccc1 (stereo not given),-5,-42,0.0,6,-4,71*,1,2,-24
CCOc1ccc(N2C(=O)C3C4C=CC(CC4)C3C2=O)c([N+](=O)[O-])c1 (stereo not given),1,-10,-1.5,2,-4,19,8,-2,6
C/C(=N\NC(=O)c1cc(C)nc2ccccc12)c1ccco1,-1,-21,-0.5,5,7,-21,3,3,-15
Cc1ccnc(NC(=O)CCC(=O)N(CC(=O)NC(C)(C)C)C2CCCC2)c1,-1,-5,-0.7,-5,-12,1,7,4,4
COC(=O)c1cccc(NC(=O)c2ccco2)c1,3,3,-1.8,-4,1,-6,1,-3,8
COc1ccc(C)cc1S(=O)(=O)Nc1cccc(Cl)c1,-2,-2,-0.9,-2,0,-1,9,4,0
O=c1c2c(ncn2C2CCCC2)n(Cc2ccccc2)c(=O)n1CCOc1ccc(Br)cc1,-6,-20,4.0,4,-4,30,2,4,-18
O=C(NCc1n[nH]c(=S)n1-c1cccc(Cl)c1)c1cccs1,0,9,-0.2,-1,-6,13,10,-2,0
Clc1cccc(Cl)c1CNC1CCCC1,-2,-3,-3.3,-4,4,-1,14,-3,-1
O=C(Oc1cccc2cccnc12)c1ccc(Br)o1,10,1,1.6,-2,-1,2,10,4,-1
c1ccc(C2=NCCCN2)cc1,4,-9,1.2,0,-15,1,6,-6[fluorescence artefact?],4
Cc1ccc(NC(=O)Nc2cccc(C(F)(F)F)c2)nc1,1,1,-0.7,-2,11,-13,5,3,-17
O=C(Nc1cc(C(F)(F)F)ccc1-n1cncn1)c1ccc(-c2ccccc2)cc1,0,2,2.2,3,4,66*,6,-8,3
COc1ccc(-c2nc3c4ccccc4ccn3c2C=O)cc1,15*,6,-1.9,4,3,-14,4,4,-9
COc1ccc(OC)c(NC(=O)c2ccc3nc(-c4ccccc4)c(-c4ccccc4)nc3c2)c1,0,4,4.0,0,-19,46,9,4[fluorescence artefact?],-1
O=C(N/N=C/c1cc2c(cc1[N+](=O)[O-])OCO2)c1cccnc1,1,16,0.0,.,21,-3,11,2,6
CN(C(=O)COc1cc(=O)n(C)c2ccccc12)c1ccc(Br)cc1,1,4,1.9,8,-3,-13,8,-1,-5
CCN(CC(=O)Nc1ccc(NC(C)=O)cc1)c1ccc(C(F)(F)F)cn1,3,7,1.3,-4,-14,-12,0,9[fluorescence artefact?],-4
CCOC(=O)Cc1csc(NS(=O)(=O)c2ccc(C(F)(F)F)cc2)n1,3,-31,1.7,.,4,-2,6,-2,-15
O=C(Cn1cnc([N+](=O)[O-])n1)NC1CC1,2,9,-0.4,1,5,29,13,-4,1

# 2 entries from above, with tabs.
mol	p97 ATPase inh	NPY-Y1 PAM-ag	S1P4 ag	NPY-Y1 antag	S1P4 antag	EP2 mod	PGE2 EP2 inh	eIF4E 4G PPI	NPY-Y2 PAM-ag
CCOC(=O)C(C(=O)OCC)N(C#N)c1nc(C)cc(C)n1	2	17	-3.1	5	9	5	3	2	18
COC(=O)Nc1ccc2c(c1)N(C(=O)CCN1CCOCC1)c1ccccc1S2	1	-30	-0.4	-1	0	15	-2	-3	-11

# Continued.
SMILES,p97 ATPase inh,NPY-Y1 PAM-ag,S1P4 ag,NPY-Y1 antag,S1P4 antag,EP2 mod,PGE2 EP2 inh,eIF4E 4G PPI,NPY-Y2 PAM-ag
CCOC(=O)C1(Cc2cccc(Cl)c2)CCCN(C(=O)c2ccc(C)nc2)C1 (stereo not given),-2,0,-0.9,-3,2,21,2,3,-14
CCCc1nc2ccccc2c(C(=O)OCC(=O)NCc2ccc3c(c2)OCO3)c1CC,-4,-17,-0.2,9,-29,18,0,-7[fluorescence artefact?],-17
CSCCC(NC(=O)c1ccc(C)o1)C(=O)O (stereo not given),2,-8,0.2,3,-5,6,17,4,-14
C/C=C(\C)CN1CCc2cc(OC)c(OC)cc2C1,2,-8,0.9,-1,-17,5,9,1[fluorescence artefact?],-1
Cc1cc(C)n(C(=O)CNc2ccccc2Cl)n1,-2,-35,-0.8,6,-13,26,0,3[fluorescence artefact?],6
CC(C)(C)C1=NN(c2ccc([N+](=O)[O-])cc2)C(c2ccccc2)C1 (stereo not given),-11,-19,-0.9,8,-19,25,-1,1,-3
C(#Cc1ccccc1)Cn1nnc2ccccc21,-3,-23,0.3,5,-14,12,8,-3,-34
COC(=O)C(CC(C)C)NC(=O)c1ccc([N+](=O)[O-])cc1 (stereo not given),0,-18,-0.7,7,-21,20,12,5,-5
CC1(C)CC(=O)C2=C(C1)N1C(=C(C#N)C2c2ccc(Cl)cc2)N=C(N)c2ccccc21 (stereo not given),11,33,0.9,-7,4,47,7,-3,21
CC(=O)c1ccc(N2CCN(C(=O)Cn3c(=S)[nH]c4ncccc4c3=O)CC2)cc1,3,12,-0.4,-4,-1,2,4,3,6
CCOC(=O)c1c(C)[nH]c(O)c1C=Nc1ccc(Cl)cc1,6,-33,-1.9,2,5,43,9,-21,9
O=C(O)c1ccccc1SCC(=O)N1CCc2ccccc21,3,15,1.4,5,11,13,8,-1,0
O=C(C1CCCO1)N1CCN(C(=S)Nc2ccc(Cl)c(Cl)c2)CC1 (stereo not given),1,-9,0.1,-4,-6,-33,6,0,8
O=C(O)CC1(CC(=O)Nc2ccc3sccc3c2)CCCCC1,5,-5,0.7,.,-9,-1,13,-1,-8
O=C(O)c1cccc2c1C(=O)c1ccccc1C2=O,3,-14,0.8,2,5,11,2,1,-5
O=C(NCCCO)c1cc([N+](=O)[O-])cc2c1C=Cc1ccccc1O2,-4,-4,-3.2,4,-10,-12,9,4,-8
CC1(C)Cc2nc3oc4c(N5CCOCC5)ncnc4c3cc2CO1,6,5,0.1,-1,-13,0,10,-5,14
O=C(CCN1CCN(c2ccccc2)CC1)N/N=C/c1ccccc1O,-3,-5,-0.7,2,-17,-17,4,-2,-4
CCSC1=C(C#N)C2(CCCCC2)C2=C(CC(C)(C)CC2=O)N1,-3,23,0.8,-8,-28,16,8,1,22
O=C(N/N=C/c1ccco1)c1ccccc1OCc1ccccc1Cl,-2,-30,-0.8,9,12,41,8,-1,-15
Cn1c(=O)c2c(nc(NCc3ccco3)n2CC(O)COc2ccccc2)n(C)c1=O (stereo not given),0,-7,2.1,-5,-11,-1,.,1,0
N#Cc1c(N2CCN(C(=O)c3ccco3)CC2)nc(-c2ccccc2)c2c1CCCC2,0,-37,-0.8,11,16,42,7,-4,-9
O=C(Nc1ccc2oc(-c3ccccc3F)nc2c1)c1ccco1,6,-11,1.4,3,0,-96&-58,17&4,0,-6
COc1ccc(CCNC(=O)CSc2nc3ccccc3c3nc(CCN4CCCCC4)nn23)cc1OC,0,3,-0.3,1,-23,-10,2,-3,0

# Entries above that bear a hit mark in NPY-Y1 PAM-ag:
structure,p97 ATPase inh,NPY-Y1 PAM-ag,S1P4 ag,S1P4 antag,EP2 mod,eIF4E 4G PPI,NPY-Y2 PAM-ag
CC(C)(C)c1ccc(Oc2ccc(NC(=O)c3ccco3)cn2)cc1,3,54*,0.4,9,-24,22,58*

# An excerpt; count on the stated rates, not on these rows.
